Screens from PubChem.
CatL block – inhibitors of human cathepsin L. P07711. purified cathepsin L, fluorogenic substrate, fluorescence. inhibition, %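 (tested at 10 µM)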. 0.17% of 58,000 active. AID 460; in the data active = inhibition above about 45%;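 also: 0% = enzyme with no compound and 100% = no enzyme blank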
Target sequence (P07711 114-288 limits assumed): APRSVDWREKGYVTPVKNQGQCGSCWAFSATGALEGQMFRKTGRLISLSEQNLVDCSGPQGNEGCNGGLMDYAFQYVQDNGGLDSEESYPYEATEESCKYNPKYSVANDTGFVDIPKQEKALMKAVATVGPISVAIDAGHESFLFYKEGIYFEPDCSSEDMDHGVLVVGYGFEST
Target sequence (P07711 292-333 limits assumed): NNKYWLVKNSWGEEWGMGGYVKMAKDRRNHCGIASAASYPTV
CatS block – inhibitors of human cathepsin S | 0.06% of 62,000 active | P25774 | inhibition, %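 (tested at 5 µM per compound within 10-compound mixtures)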 | recombinant cathepsin S, AMC dipeptide fluorescence, pooled mixtures; in the data active = inhibition above about 32%, passing the limit was not always enough;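 also: 0% = enzyme without compound and 100% = blank without enzyme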
C1s inh – human complement C1s inhibition; purified C1s, fluorogenic AMC substrate, pooled mixtures; mean inhibition % of two 10-compound mixtures (hits give high values), % at 5 µM (by protocol); 0.16% of 62,000 active;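 active = inhibition above 20% in each of the two 10-compound mixture wells holding the compound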;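 also: 0% = enzyme wells lacking compound mixture and 100% = no-enzyme blank wells; some compounds called inactive have numbers as strong as hits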
Target sequence (P09871 16-437 limits assumed): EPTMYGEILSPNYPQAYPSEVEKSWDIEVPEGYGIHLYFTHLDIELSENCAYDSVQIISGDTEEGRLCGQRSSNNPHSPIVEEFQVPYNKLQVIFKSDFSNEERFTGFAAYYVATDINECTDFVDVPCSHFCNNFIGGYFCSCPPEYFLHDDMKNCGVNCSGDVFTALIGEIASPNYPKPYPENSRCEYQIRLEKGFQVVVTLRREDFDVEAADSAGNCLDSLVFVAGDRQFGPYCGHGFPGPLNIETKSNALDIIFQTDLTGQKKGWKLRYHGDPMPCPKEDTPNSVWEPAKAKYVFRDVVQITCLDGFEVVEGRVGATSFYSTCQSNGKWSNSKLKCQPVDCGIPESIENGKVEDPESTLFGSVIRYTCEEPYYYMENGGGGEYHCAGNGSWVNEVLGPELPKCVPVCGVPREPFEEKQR
Target sequence (P09871 438-688 limits assumed): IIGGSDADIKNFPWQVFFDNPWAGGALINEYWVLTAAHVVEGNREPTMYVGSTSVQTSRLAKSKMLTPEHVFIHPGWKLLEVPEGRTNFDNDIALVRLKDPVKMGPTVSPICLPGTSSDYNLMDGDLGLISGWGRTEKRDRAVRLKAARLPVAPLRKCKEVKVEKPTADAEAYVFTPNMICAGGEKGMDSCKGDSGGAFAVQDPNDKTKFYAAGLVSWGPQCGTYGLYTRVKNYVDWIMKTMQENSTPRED
A340 absorber – absorbance at 340 nm | compound absorbance at 340 nm, fold over control | AID 708 | fold change at 10 µM | 65,000 tested, under 10 active;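 active = at 10 µM dose, initial 340 nm absorbance at least 2 fold that of control wells; inactive = change under 2 fold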;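 also: initial absorbance extrapolated from kinetic A340 decline of NADH oxidation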
FXIa inh mix – inhibitors of human coagulation factor XIa, pooled mixtures. inhibition, % at 5 µM. AID 680. 0.19% of 62,000 active. purified FXIa, fluorogenic substrate. P03951;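 also: each value is inhibition by a whole ten-compound pool holding the compound; 0% = enzyme with no mixture and 100% = wells lacking enzyme; strong numbers were not always called active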
CatB inh – blocks human cathepsin B protease activity | P07858 | purified cathepsin B, fluorogenic substrate, fluorescence | inhibition, %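 (tested at 10 µM)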 | 0.1% of 63,000 active | AID 453; in the data active = inhibition above about 21%;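 also: 0% = enzyme with no compound and 100% = no enzyme blank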
CatB mix inh – inhibitors of human cathepsin B in compound mixtures; 0.06% of 62,000 active; P07858; inhibition, %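 (ten-compound pools at 5 µM per compound and 50 µM total)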; Purified cathepsin B, AMC dipeptide fluorescence; in the data active = inhibition above about 22%, passing the limit was not always enough;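 also: 0% = enzyme without compound and 100% = no enzyme blank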
FXIIa inh mix – blocks human factor XIIa in pooled compound mixtures; purified FXIIa, fluorogenic substrate; 0.2% of 62,000 active; inhibition, % at 5 µM;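 also: 0% = enzyme without compound and 100% = no enzyme blank; some results filed as inactive read as strong as hits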
CatG inh – blocks human cathepsin G enzyme activity; purified enzyme, AMC-tetrapeptide fluorescence, pooled mixtures; 0.2% of 62,000 active; inhibition, % at 5 µM (by protocol);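 active = inhibition above 20% in each of the two mixture wells holding the compound; inactive = inhibition of 20% or less in either well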;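 also: 0% = enzyme control without mixture and 100% = blank lacking enzyme; strong numbers were not always called active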
* marks the source's active call; other numbers are inactive results; x = no result given; & = joins results of further samples. Rule as the data show it, unless noted: active = inhibition above about 20% (passing the limit was not always enough); inactive = the rest. A portion of the library; rates above refer to the full screens.

Below each SMILES: CatL block	CatS block	C1s inh	A340 absorber	FXIa inh mix	CatB inh	CatB mix inh	FXIIa inh mix	CatG inh
> CC(=O)N(Cc1cc(=O)[nH]c2ccccc12)c1cccc(C)c1
→ 28.3	-2.2	12.6	1.01	-0.9	3.9	-0.6	-13.9	10.7
> CC(C)Nc1nc(-c2ccccc2)nc(-n2ccnc2)n1
→ x	-14.5	5.2	0.99	10.6	2.3	-1.1	-17.9	1.9
> Cn1c(=O)c2cn(Cc3ccc(Cl)cc3)cc2n(C)c1=O
→ 15.7	5.9	-27.3	1.04	-18.9	1.0	-4.0	10.5	-13.1
> Cc1ccc(S(=O)(=O)NC(=O)NN2CCCCCC2)cc1
→ 19.7	-36.0	-3.4	0.99	2.1	x	2.6	12.0	9.4
> CCS(=O)(=O)n1nc(-c2ccccc2)nc1NCc1ccco1
→ 6.4	-4.8	-33.9	1.05	-5.4	2.2	-2.0	5.4	4.5
> CCCCOc1cc(C(=O)NCCN(CC)CC)c2ccccc2n1
→ -20.3&-18.0	7.4&8.7	-27.6&9.7	0.97&0.99	4.4&-10.4	3.2	3.5&-3.8	6.6&7.9	8.9&-3.8
> CCOC(=O)c1ccccc1NC(=O)CN1C(=O)CCS(=O)(=O)c2ccccc21
→ 5.1	8.4	-34.1	1.03	2.4	9.7	8.0	-5.7	-2.6
> CCCC(=O)Nc1nc(-c2ccc3c(c2)OCCO3)cs1
→ 1.3	8.9	-1.9	1.03	8.0	-0.9	6.9	3.8	-2.6
> Cc1cc(=O)n2c3c(cccc13)CCC2
→ 1.2	5.9	1.4	1.02	8.4	-0.5	6.4	2.4	0.2
> O=C1NCCCc2c1no[n+]2[O-]
→ -2.6	-20.6	-54.4	1	-19.5	0.7	-16.6	8.9	-15.1
> CCOc1ccc(S(=O)(=O)Nc2ccc3c(c2)OCO3)c2cccnc12
→ -3.2	-1.8	-36.1	1.07	0.4	-6.2	2.9	2.6	-4.3
> Cn1c(N)c(C(=O)c2cc(-c3ccccn3)nc3ccccc23)c(=O)[nH]c1=O
→ 8.5	14.1	-15.9	1.05	1.5	3.1	1.8	7.1	9.6
> O=C(O)c1oc2ccccc2c1CSc1ccccn1
→ 20.0	10.1	4.9	1.02	3.5	-2.7	6.4	10.4	1.4
> CN1CCN(c2cc(=O)n(C3CCCCC3)c(=O)[nH]2)CC1
→ -10.1	-5.2	-37.6	1.02	2.1	-8.1	4.3	1.9	-5.3
> Cc1cc2oc(C(=O)N(Cc3ccco3)C3CCS(=O)(=O)C3)cc(=O)c2cc1Cl (stereo not given)
→ 20.4	26.5	0.1	1.04	6.6	-1.9	-4.2	-11.8	6.3
> O=C(Nc1cccc(C(=O)N2CCOCC2)c1)c1cccnc1
→ -4.2	12.3	-9.9	0.98	-9.2	1.9	-2.8	4.0	-3.3
> O=C1C2CCCN2C(c2ccc(F)c(F)c2)N1c1cccc(Cl)c1 (stereo not given)
→ -2.5	0.8	24.9	1.03	6.1	-0.4	3.4	9.6	8.6
> CCCC(C(=O)NCc1ccco1)N(C(=O)CNS(=O)(=O)c1ccccc1)c1ccccc1OC (stereo not given)
→ 11.1	12.4	12.7	1.01	1.6	1.1	3.4	1.3	9.9
> CC(C)Oc1ccccc1C1CC(=O)Nc2cc3c(cc21)OCCO3 (stereo not given)
→ -1.1	-5.9	-22.4	1.07	-4.8	1.4	-1.2	0.2	-10.9
> Cc1cc(C(=O)NCc2ccccc2F)cs1
→ 7.2	0.7	3.6	1.03	4.6	2.6	3.5	0.4	11.7
> COc1cccc(NC(=O)N2CCC(N3CCCCC3)CC2)c1
→ -6.9	-8.8	16.8	0.99	7.1	3.9	4.5	2.5	10.0
> OC1CNCc2cc3c(cc21)OCCO3 (stereo not given)
→ -1.5	5.5	-28.0	1.01	-2.9	-5.7	3.0	3.4	-0.5
> Cc1ccc(-c2ccc(=O)n(CC(=O)N3CCN(c4cccc(C)c4)C(C)C3)n2)cc1 (stereo not given)
→ 4.7	-7.3	42.1	0.99	1.7	3.0	4.7	1.1	8.7
> COc1cccc(OC)c1/C(O)=C(\C#N)c1nc2ccccc2[nH]1
→ -8.2	-7.2	0.2	1.01	1.8	-4.5	-1.0	4.7	-3.7
> CC1(C)Cc2nc(-c3ccccc3)n3cnnc3c2CO1
→ 12.3	-3.0	18.2	1.07	9.3	1.0	5.7	4.1	11.2
> COCCN(CCOC)S(=O)(=O)c1ccc(C(=O)Nc2nc(-c3ccncc3)cs2)cc1
→ -2.4	-2.7	1.9	1.05	6.8	-1.5	1.9	13.9	-1.4
> CC(C)COc1cc(=O)[nH]c(SCC(C)C)n1
→ 4.4	2.5	4.7	1.04	5.3	2.7	3.9	7.5	8.4
> OC(COc1cccc2ccccc12)CN1CCN(c2ccccn2)CC1 (stereo not given)
→ 7.7	0.7	-2.2	1	-7.2	1.6	1.7	30.6	6.2
> CC(=O)Nc1c(C(=O)N2CCN(c3ncccn3)CC2)cnn1-c1ccccc1Cl
→ 10.3	6.8	-2.1	1.04	7.2	5.4	2.4	3.4	0.0
> Cc1oc(-c2ccccc2F)nc1CS(=O)(=O)CC(=O)N1CCCCCC1
→ -0.4	-7.8	1.8	0.99	2.0	0.3	4.3	6.7	-4.1
> N#Cc1nc(COc2cccc(Cl)c2)oc1N1CCN(c2ccccc2)CC1
→ 3.7	12.5	-9.8	0.99	-0.8	5.3	6.2	6.6	-5.3
> CCc1ccc(O)c(N=Cc2ccccc2O)c1
→ 1.5	-5.3	13.9	1.06	3.5	-5.1	3.1	-1.7	12.1
> NS(=O)(=O)c1ccc(NC(=O)CSc2ccccn2)cc1
→ 27.8	9.9	-7.3	1.02	5.9	-0.7	-1.7	1.5	1.7
> COc1ccc(NC(=O)c2cc3ccccc3o2)cc1
→ 13.6	-0.1	-55.0	1.07	2.7	6.2	-0.9	-15.7	17.9
> O=C1CC(/C=C/c2ccco2)=Nc2ccccc2N1
→ 6.2	0.3	-7.2	1.06	1.7	3.2	-2.6	0.2	-0.4
> CC(C)n1c(Nc2ccccc2)nc2ccccc21
→ 27.9	9.8	-1.3	1.06	-4.3	-0.9	-1.6	7.1	-3.9
> CSc1ccccc1NC(=O)Nc1ccccc1
→ 13.1	20.1	-35.4	0.99	9.8	9.8	5.0	9.5	-8.4
> CC(=O)c1cccc(N(C(=O)c2ccco2)C(C(=O)NC2CCCC2)c2ccncc2)c1 (stereo not given)
→ 12.2	-0.9	-6.1	0.99	0.8	-0.8	-7.4	7.8	8.3
> CCOC(=O)Cc1csc(NS(=O)(=O)Cc2ccccc2)n1
→ -5.7	20.6	-3.8	1.03	9.7	-0.8	2.4	6.3	1.2
> CS(=O)(=O)N(CC(=O)NCC1CCCO1)c1ccc(Cl)c(Cl)c1 (stereo not given)
→ x	7.9	4.8	1.01	2.8	2.7	0.8	-16.5	9.2
> Cc1oc2ccc(OCc3ccc(F)cc3)cc2c1C(=O)O
→ 0.3	9.0	1.5	0.97	11.9	1.2	-0.5	7.1	-0.5
> Cc1cc(Cl)ccc1OCC(=O)NCCCN1CCOCC1
→ 12.5	1.2	1.8	1.01	12.3	1.9	-0.4	1.4	31.4
> COc1ccc(C(c2nnnn2C(C)(C)C)N2CCN(C)CC2)cc1OC (stereo not given)
→ -0.2	9.1	1.6	0.97	9.0	-2.6	7.3	1.5	0.9
> COc1ccc(CN(C(=O)c2ccco2)C2CC(C)N(C)CC2C)cc1 (stereo not given)
→ 0.3	-32.3	-172.7	1.03	-33.7	3.7	-5.2	1.9	-17.9
> CCCCN(CC)CCNC(=O)C1c2cc(OC)c(OC)cc2C(=O)N2CCc3ccccc3C12 (stereo not given)
→ 20.3	2.3	-16.0	1.02	-9.8	5.3	-1.5	4.1	0.6
> CCOC(=O)C1CCN(C(=O)c2cc(S(=O)(=O)N3CCOCC3)c(Cl)cc2Cl)CC1
→ 15.8	10.9	17.4	0.98	11.4	2.5	-1.0	1.4	9.6
> O=C(NCc1ccco1)c1c[nH]c2ccc(S(=O)(=O)N3CCOCC3)cc2c1=O
→ 5.4	7.6	8.0	1.08	0.0	2.0	0.6	-36.4	13.1
> O=C(NCCN1CCOCC1)c1ccc(CS(=O)(=O)c2ccc(Cl)cc2)o1
→ 0.2	0.9	1.4	1	0.3	0.8	1.5	0.4	0.9
> C=CCOc1cccc(C2C(C(=O)c3ccc(C)o3)=C(O)C(=O)N2c2nccs2)c1 (stereo not given)
→ -6.7	1.2	10.9	1.08	17.1	2.9	2.1	2.2	9.5
> COc1ccc(C(=O)C(OC(=O)CNC(=O)c2ccco2)c2ccccc2)cc1 (stereo not given)
→ 67.7*	-1.8	-12.5	1.03	5.0	21.3*	11.8	1.1	-7.8
> COc1cc(OC)c(-c2nn3c(-c4ccco4)nnc3s2)cc1OC
→ 6.1	-7.7	10.4	1.17	1.2	3.6	0.1	-15.0	8.0
> COC(=O)c1cc(-c2cccc(OC)c2)n[nH]1
→ 21.9	2.8	11.8	0.94	3.3	3.2	-2.2	4.7	11.0
> O=C(CCCCn1c(=O)[nH]c2ccsc2c1=O)NCC1CCCO1 (stereo not given)
→ -0.3	-7.2	-2.8	1.05	4.5	2.9	-1.7	2.1	-3.9
> CN(C)Cc1cn(CCC(=O)O)c2ccccc12
→ 10.3	11.6	16.0	1.01	2.9	5.3	7.1	-8.1	-9.8
> CCC(C)[C@H](NC(=O)NCc1cccs1)C(=O)O (stereo not given in full)
→ -5.7	18.1	10.0	0.97	10.2	2.1	3.3	-14.0	10.3
> CCOC(=O)C(CO)(NC(C)=O)C(=O)OCC
→ -0.9	-4.6	-21.4	1.03	0.9	-6.4	3.1	2.9	-3.9
> CCC(=O)Nc1ccc(C(=O)Cn2nc(C(=O)O)c3ccccc3c2=O)cc1
→ 16.7	2.6	-15.2	1	-5.4	-3.8	-3.0	2.6	0.6
> O=C(Cn1cnc2ccccc2c1=O)N1CCN(Cc2ccccc2)CC1
→ -3.3	2.4	10.8	1.02	6.5	4.9	4.3	9.1	12.2
> CCC(c1nnnn1CCOC)N1CCN(C(=O)c2ccco2)CC1 (stereo not given)
→ -10.0	-5.1	0.1	1.02	7.6	-4.9	4.2	-13.3	-1.8
> COc1cc(C(=O)N2CCN(C(=O)Cc3ccccc3)CC2)cc(OC)c1OC
→ 1.7	-2.3	9.3	1.03	2.2	-3.6	1.7	8.0	8.8

Remaining list, next part:
Below each SMILES: CatL block	CatS block	C1s inh	A340 absorber	FXIa inh mix	CatB inh	CatB mix inh	FXIIa inh mix	CatG inh
> COc1ccc(-c2cn3c(C)c(C(=O)NCc4ccc5c(c4)OCO5)sc3n2)cc1
→ -7.5	24.6	11.4	1.03	8.2	-0.8	4.9	5.3	35.8
> Cc1ccc(SCc2nc(-c3ccncc3)no2)cc1
→ 6.3	-0.5	2.4	1.05	2.7	-1.9	2.7	3.1	-0.8
> CCCC(=O)Nc1ccc(OCC(O)CNC(C)C)c(C(C)=O)c1 (stereo not given)
→ 0.5	-17.5	18.0	1	13.3	5.0	3.7	-4.4	-2.8
> CC(=O)C1=C(N2CCCCC2)CCC1=O
→ -3.0	-5.7	8.8	1	-1.7	0.0	-9.1	3.4	9.4
> CCc1c(C)sc(NC(=O)c2cc(C3CC3)on2)c1C#N
→ -4.0	-0.3	5.3	1.12	7.0	-1.9	7.2	0.3	1.4
> O=C(Nc1ccccc1C(=O)N1CCOCC1)C1CCC(=O)N1C1CCCC1 (stereo not given)
→ 1.0	8.4	7.2	0.98	-2.3	7.0	3.8	4.6	3.7
> CCCCNc1cc(C(=O)O)cc(S(N)(=O)=O)c1Oc1ccccc1
→ -8.8	1.3	8.3	0.99	2.0	1.5	3.1	19.2	-2.0

Sorted by the number under CatL block (falling): three from the list above
smiles,CatL block,CatS block,C1s inh,A340 absorber,FXIa inh mix,CatB inh,CatB mix inh,FXIIa inh mix,CatG inh
Cc1ccc(SCc2nc(-c3ccncc3)no2)cc1,6.3,-0.5,2.4,1.05,2.7,-1.9,2.7,3.1,-0.8
O=C(Nc1ccccc1C(=O)N1CCOCC1)C1CCC(=O)N1C1CCCC1 (stereo not given),1.0,8.4,7.2,0.98,-2.3,7.0,3.8,4.6,3.7
CCCCNc1cc(C(=O)O)cc(S(N)(=O)=O)c1Oc1ccccc1,-8.8,1.3,8.3,0.99,2.0,1.5,3.1,19.2,-2.0
